CCT modulator – cytosolic chaperonin activity modulation; hit rate 0.3% among 360,000; AID 651819; purified chaperonin ATPase assay, HTRF ADP detection, 30 min; activity change, % (test concentration not listed), hits read low; in the data active = activity change below about -30%; note: % is set by controls: 0 for no effect and ±100 for the full control effect
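First, chaperonin was dispensed at 40 nM or 20 nM final depending on batch activity. Next, compounds were pinned at 76 uM and ATP added at 10 uM. After 30 min at 37 °C, ADP detection reagents ran 30 min at ambient temperature.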
TGFb inhibitor – TGF-b pathway inhibition; Potency, µM (series often up to 46.1 µM), for inactives: at the highest dose activity, negative = inhibition, most hits filed as inhibitors; HepG2 CAGA-GFP TGF-b/SMAD3 reporter, GFP fluorescence, 18 h; TGF-beta stimulated, 500 pg/mL final; hit rate 1.2% among 410,000; note: potency is the fitted concentration of half-maximal effect; % is set by controls: 0 for no effect and ±100 for the full control effect; nearly all actives have a fitted effect of over 65% in size
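GFP signal (ex488/em500-530) from TGF-beta-stimulated HEPG2 CAGA-GFP cells, 500 pg/mL final, 18 h at 37 degrees C in DMEM plus 1% FBS, normalized to unstimulated and DMSO-stimulated controls.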
Nrf2 ARE act – activators of Nrf2 (ARE) signaling | AREc32 ARE-luciferase reporter (MCF7-derived line), luminescence, 24 h | Potency, µM (doses to about 46.1 µM), for inactives: at the top dose activation, actives largely listed as activators | hit rate 0.31% among 410,000; note: potency is the fitted concentration of half-maximal effect; % of control where 0% means no effect; nearly all actives have a fitted effect of over 65% in size
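Steps: seed AREc32_Fluc cells (1000/well, 5% FBS OPTI-MEM); incubate overnight at 37 deg C; add 23 nL compound; incubate 24 hr; add Steady-Glo; hold 30 min RT; read luminescence.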
pAkt inh – inhibitors of Akt phosphorylation | hit rate 0.32% among 360,000 | activity change, % for hits at 50 µM | Neuro2A IGF-stimulated pAkt S473 HTRF, 20 min; active compounds read low; in the data active = activity change below about -80%; inconclusive = mostly about -51% to -80%; note: % is set by controls: 0 for no effect and ±100 for the full control effect
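Single-point screen (50 µM final compound) in Neuro2A cells stimulated 20 min with 6 nM IGF at 37 deg C. After lysis, Ser473-phosphorylated Akt read by HTRF (ex 330 nm, em 615/665 nm) as the 665/615 ratio.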
A549 tox – kills or reduces viability of A549 cells in Nrf2 counter-screen. A549 ARE-Fluc cells, CellTiter-Fluor viability, 18-24 h. Potency, µM (titrated, usually from 46 µM), inactives show top-dose activity change, negative = cytotoxicity, actives largely listed as inhibitors. hit rate 0.16% among 390,000. AID 504648; note: potency is the fitted concentration of half-maximal effect; % is set by controls: 0 for no effect and ±100 for the full control effect
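A549 ARE-Fluc cells in 5% FBS OPTI-MEM, 5000 cells/well, rested 2 h then exposed to compounds in concentration-response for 18-24 h at 37 °C. Viability by CellTiter-Fluor fluorescence (Ex 405/Em 525) after 30 min; luciferase luminescence (BugLite, 15 min, RT) read afterwards.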
Nrf2 inh – Nrf2 pathway inhibition; A549 ARE-Fluc reporter, luciferase luminescence, 18-24 h; Potency, µM (top dose mostly 46 µM), without a hit: top-dose activity change, negative = inhibition, hits mostly inhibitors; hit rate 2.1% among 360,000; AID 504444; note: potency is the fitted concentration of half-maximal effect; % is set by controls: 0 for no effect and ±100 for the full control effect; nearly all actives have a fitted effect of over 60% in size
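Concentration-response testing used A549 ARE_Fluc cells at 5000 cells/well. Following an 18-24 h compound incubation, viability was read by fluorescence (Ex 405/Em 525) and luciferase output by luminescence.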
Mm-Cpn inhibitor – inhibitors of Methanococcus maripaludis chaperonin (MmCpn) | purified Mm-Cpn ATPase, ADP Transcreener TR-FRET | Potency, µM (highest dose often 76.9 µM), without a hit: at the highest dose activity, negative = inhibition, hits mostly inhibitors | hit rate 0.031% among 330,000; note: potency is the fitted concentration of half-maximal effect; % is set by controls: 0 for no effect and ±100 for the full control effect; nearly all actives have a fitted effect of over 80% in size
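TR-FRET (320 nm excitation; 590 and 665 nm emission) reports ADP made from 10 uM ATP by 25 nM enzyme; compounds were preincubated 10 min, reaction run 30 min, both at 37°C.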
EPAC2 antagonist – antagonists of human EPAC2. EPAC2 GEF exchange of Rap1B-BODIPY-GDP, fluorescence. Q8WZA2. Potency, µM (highest dose often 114 µM), without a hit: at the highest dose activity, negative = inhibition, actives largely listed as inhibitors. AID 720708. hit rate 0.18% among 360,000; note: potency is the fitted concentration of half-maximal effect; % is set by controls: 0 for no effect and ±100 for the full control effect; nearly all actives have a fitted effect of over 45% in size; many of its hits are not listed in these tables
Target sequence (Q8WZA2 whole entry, looked up): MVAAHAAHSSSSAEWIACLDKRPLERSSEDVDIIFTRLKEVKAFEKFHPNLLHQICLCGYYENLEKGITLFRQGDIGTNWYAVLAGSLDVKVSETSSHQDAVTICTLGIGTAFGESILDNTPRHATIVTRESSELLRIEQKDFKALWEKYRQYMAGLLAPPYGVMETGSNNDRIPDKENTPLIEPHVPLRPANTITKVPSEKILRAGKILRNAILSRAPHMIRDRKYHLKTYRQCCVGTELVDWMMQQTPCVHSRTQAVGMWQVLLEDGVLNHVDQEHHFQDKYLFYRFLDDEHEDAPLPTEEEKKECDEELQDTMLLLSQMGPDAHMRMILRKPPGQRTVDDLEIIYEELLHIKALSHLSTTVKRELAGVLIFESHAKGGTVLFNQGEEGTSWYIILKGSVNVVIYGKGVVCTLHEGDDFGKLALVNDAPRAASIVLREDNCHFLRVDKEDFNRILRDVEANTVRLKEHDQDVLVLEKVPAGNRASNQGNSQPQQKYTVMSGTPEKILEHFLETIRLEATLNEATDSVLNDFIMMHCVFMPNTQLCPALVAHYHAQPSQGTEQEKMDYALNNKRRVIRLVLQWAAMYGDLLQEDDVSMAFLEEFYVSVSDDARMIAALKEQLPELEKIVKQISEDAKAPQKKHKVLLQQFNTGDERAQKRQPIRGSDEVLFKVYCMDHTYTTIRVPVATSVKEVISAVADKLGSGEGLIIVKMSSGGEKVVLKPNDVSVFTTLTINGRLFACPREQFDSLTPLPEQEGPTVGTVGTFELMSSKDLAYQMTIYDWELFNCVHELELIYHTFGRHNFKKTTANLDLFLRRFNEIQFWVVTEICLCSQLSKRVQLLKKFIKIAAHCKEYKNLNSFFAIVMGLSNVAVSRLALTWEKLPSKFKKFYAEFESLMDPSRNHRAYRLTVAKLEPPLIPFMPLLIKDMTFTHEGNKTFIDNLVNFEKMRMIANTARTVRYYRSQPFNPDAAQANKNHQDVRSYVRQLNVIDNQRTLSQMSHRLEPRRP
EPAC2 ag – EPAC2 (human) agonism | Q8WZA2 | EPAC2 activation, biochemical qHTS; response scale: 100% = 6.5 mM cAMP response | Potency, µM (top dose mostly 154 µM), without a hit: at the top dose activation, most hits filed as activators | hit rate 0.079% among 360,000; note: potency is the fitted concentration of half-maximal effect; nearly all actives have a fitted effect of over 50% in size
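Each well held 100 nM EPAC2, 250 nM RAP1B-BODIPY-GDP and 50 uM GDP. Fluorescence, read at 5-min intervals to 30 min, was referenced to a 6.5 mM cAMP positive control.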
* = called active by the depositor; i = inactive; ? = inconclusive; . = no result given; & = joins results of further samples; [ ] = remark or other dose. Unless noted, calls come from the whole dose curve; as a rule, active = well fitted curve in the direction sought with a large enough effect; inconclusive = small, poorly fitted or top-dose-only effect, or another doubt; inactive = no such curve, though single readings can be large; an effect the other way counts as inactive or inconclusive. Not all compounds are listed (hit frequency here may not be typical).

SMILES	CCT modulator	TGFb inhibitor	Nrf2 ARE act	pAkt inh	A549 tox	Nrf2 inh	Mm-Cpn inhibitor	EPAC2 antagonist	EPAC2 ag
CCc1cc2c(CN3CCN(CC)CC3)cc(=O)oc2cc1O	-2.2	6%	-0.2%	i	?	8%	-6%	-2%	11%
CCCCNC(=O)C1CCC(Cn2c(=O)c3sccc3n(CC(=O)N3CCCC3)c2=O)CC1 (stereo not given)	.	8%	-0.3%	.	2%	?	.	.	.
CCCCCN(C(=O)CCC(=O)OCC(=O)c1ccc(C(C)(C)C)cc1)c1c(N)n(CCCC)c(=O)[nH]c1=O	-1.6	-7%	2.1%	i	-18%	?	-2%	-14%	-15%
CC1(C)CC(NC(=O)C23CCC(C)(/C(=N/O)C2)C3(C)C)CC(C)(C)N1 (stereo not given)	-0.2	3%	-0.5%	.	-1%	-4%	-11%	12%	8%
Cc1cccc(CSc2nnc3c(n2)[nH]c2ccccc23)c1	-0.1	-6%	3.4%	i	-8%	-8%	1%	-7%	3%
O=C(c1ccc2nc(N3CCOCC3)sc2c1)N1CCN(C(=O)c2ccco2)CC1	-0.4	-3%	-0.6%	i	-1%	-4%	1%	11%	0%
O=C(COC(=O)COc1ccccc1F)NCc1ccco1	-2.8	4%	-0.3%	i	-1%	4%	3%	7%	-2%
CCOC(=O)c1c(S(=O)(=O)NCC(=O)NCc2ccccc2)c(C)n(C)c1C	-1.2	2%&-7%	-0.7%&-0.3%	i	4%&13%	11%	1%	6%	8%
O=C(O)C1CC(=O)N(Cc2cccs2)C1 (stereo not given)	0.3	17%	-0.3%	i	-2%	.	-1%	-5%	9%
COc1ccc(S(=O)(=O)N(C)c2ccc(C(=O)Nc3c(C)n(C)n(-c4ccccc4)c3=O)cc2)cc1	-0.9	-12%	0.2%	i	-3%	-4%	1%	-3%	1%
CC(=O)Oc1cc(O)c2c(=O)c(OC(C)=O)c(-c3ccc(OC(C)=O)c(OC(C)=O)c3)oc2c1	-2.2	-15%	18%	i	-15%	-14%	.	?	9%
COc1ccc(S(=O)(=O)NNC(=O)C(=O)NNc2ccccn2)cc1	-2.3	?	-0.4%	i	-3%	-29%	2%	4%	2%
CCOc1ccc(C(=O)c2cn(Cc3ccc(F)cc3)c3ccc(F)cc3c2=O)cc1	.	-1%	-0.2%	.	-20%	-27%	.	.	.
O=C(/C=C/c1ccc(Cl)c(Cl)c1)Nc1cccnc1	1.5	-17%	0.0%	i	-6%	?	.	2%	2%
CCOCC(=O)Nc1nnc(COC)s1	-0.1	5%	-0.7%	i	26%	6%	2%	-4%	0%

Two entries from above in a different format.
Every second line gives: CCT modulator	TGFb inhibitor	Nrf2 ARE act	pAkt inh	A549 tox	Nrf2 inh	Mm-Cpn inhibitor	EPAC2 antagonist	EPAC2 ag
- O=C(/C=C/c1ccc(Cl)c(Cl)c1)Nc1cccnc1
→ 1.5	-17%	0.0%	i	-6%	?	.	2%	2%
- CCOCC(=O)Nc1nnc(COC)s1
→ -0.1	5%	-0.7%	i	26%	6%	2%	-4%	0%

The results go on.
SMILES	CCT modulator	TGFb inhibitor	Nrf2 ARE act	pAkt inh	A549 tox	Nrf2 inh	Mm-Cpn inhibitor	EPAC2 antagonist	EPAC2 ag
CCCOc1cccc(C2c3c(oc4ccc(F)cc4c3=O)C(=O)N2Cc2ccc3c(c2)OCO3)c1 (stereo not given)	.	4%	-0.3%	.	-1%	-3%	.	.	.
CN(C)CCOC(c1ccccc1)c1ccccc1	0.7&0.3	-5%&5%	-2.2%&0.9%	i	0%&1%	1%&18%	2%&0%&0%	4%&1%	0%&4%
O=C(COC(=O)CSc1ccc2ccccc2c1)NC1CCCC1	-2.5	2%	-0.1%	i	6%	-7%	-3%	-2%	7%
O=c1oc2ccc(Cl)cc2nc1/C=C(\O)c1ccco1	-5.4	?	?	i	-8%	-29%	0%	186%[activator]	-1%
CCOc1ccc(N2C(=O)CC(C(C)c3ccccc3)C2=O)cc1 (stereo not given)	-2.1	8%	-0.3%	i	5%	?	0%	0%	11%
Cc1ccc(-n2nc3c(=O)n(CC(=O)NC(C)CCc4ccccc4)nc(C)c3c2C)cc1 (stereo not given)	1.3	?	0.5%	i	-13%	5.2µM*	2%	-2%	-2%
O=C(CSc1nnc(SCc2cccc3ccccc23)s1)c1ccc2c(c1)OCO2	-27	0%	-0.2%	i	?	2%	45µM*	-9%	29%
Cc1[nH]c2ccccc2c1C1=CN2CCS(=O)(=O)N=C2S1	-1.9	-2%	0.0%	i	0%	.	2%	21%	3%
COc1cc(NC(=O)Nn2cnnc2)cc(OC)c1OC	0.7	-1%	2.0%	i	4%	1%	2%	-5%	6%
COc1cccc(N2CCN(C(=O)c3cn(Cc4ccccc4)nc3-c3cccnc3)CC2)c1	-1.1	-25%	0.1%	i	-18%	-17%	0%	-6%	0%
CCN1CCN(Cc2ccc(OCc3ccccc3)cc2)CC1	2.6	-2%	-0.8%	.	2%	.	1%	25%	-1%
COc1ccc(NC(=O)N(C)C[C@H]2Oc3ccc(NC(=O)CCN4CCOCC4)cc3C(=O)N([C@H](C)CO)C[C@@H]2C)cc1	-1.4	-12%	-0.1%	i	0%	7%	0%	9%	26%
O=C(NN=C1CCCCCC1)c1ccc(Cl)s1	0.0	-14%	-1.0%	i	12%	7%	1%	19%	9%
CN1CCN(C(=O)Cn2c(-c3cccs3)cc3cc(Cl)ccc32)CC1	.	-2%	17%	.	1%	6%	.	.	.
CCc1cccc2c(C=C(C#N)C#N)cn(CC(=O)N3CCCCC3)c12	-1.0	3%	0.4%	.	-12%	-17%	1%	-6%	7%
COc1ccc(CCNC(=O)COc2cc(O)c3c(c2)OC(C)(C)CC3=O)cc1OC	-0.7	-10%	0.5%	i	-1%	?	2%	18%	1%
NC(=O)c1ccc(Nc2nc(C(N)COCc3ccccc3)cs2)cc1 (stereo not given)	-0.9	3%	1.0%	i	.	.	.	-1%	4%
Cc1cccc(N(C(=O)c2snc(C(N)=O)c2N)C(C(=O)NC2CCCC2)c2ccco2)c1 (stereo not given)	-3.7	1%	-0.4%	i	-10%	6%	-4%	17%	-10%
C/C(=N\NC(=O)CO/N=C(\C)c1cccs1)c1ccc(N)cc1	-3.4	1%	8.9%	i	3%	?	0%	-2%	1%
CC1(CCc2ccccc2)NC(=O)N(CC(=O)N2CCc3ccccc32)C1=O (stereo not given)	1.0	?	2.8%	i	.	.	.	4%	8%
O=C(CSc1nnc(-c2ccccc2F)o1)Nc1ccccc1Cl	.	1%	22%	.	-3%	?	.	.	.
COc1cccc(/C=N/NC(=O)c2ccoc2C)c1O	-1.5	?	0.2%	i	-2%	12%	?	-9%	-12%
CCOc1ccccc1NC(=O)n1ncc2c(C)cccc21	-0.7	0%	24%	i	9%	?	1%	0%	13%
COc1ccc(C)cc1NC(=O)C(=O)c1cn(CC(=O)N2CCCC2)c2ccccc12	4.2	-9%	-0.5%	i	-12%	?	-1%	-4%	3%
COc1ccc(CNC(=O)C2CC(C)=CCC2C(=O)O)cc1 (stereo not given)	-1.5	2%	-0.1%	i	5%	16%	0%	7%	-2%
CCCCS(=O)(=O)N1CCN(S(=O)(=O)c2cccs2)CC1	-4.0	0%	0.1%	i	-5%	3%	-1%	10%	-1%
O=C1CC(=O)N(Cc2ccco2)C(=S)N1	2.9	0%	-0.7%	i	4%	17%	0%	14%	5%
Oc1cccc(C=NN=C2c3ccccc3-c3ccccc32)c1	0.9	?	9.9%	i	-15%	2%	.	-21%	-3%
O=C(CCCc1nc2ccccc2s1)N1CCN(c2ccccc2)CC1	-0.7	17%	0.4%	i	12%	-24%	-3%	-2%	-7%

An excerpt from above with just EPAC2 antagonist, Nrf2 inh and Mm-Cpn inhibitor:
mol	EPAC2 antagonist	Nrf2 inh	Mm-Cpn inhibitor
COc1ccc(C)cc1NC(=O)C(=O)c1cn(CC(=O)N2CCCC2)c2ccccc12	-4%	?	-1%
COc1cccc(/C=N/NC(=O)c2ccoc2C)c1O	-9%	12%	?
Cc1cccc(N(C(=O)c2snc(C(N)=O)c2N)C(C(=O)NC2CCCC2)c2ccco2)c1 (stereo not given)	17%	6%	-4%
CCOc1ccccc1NC(=O)n1ncc2c(C)cccc21	0%	?	1%
COc1ccc(CCNC(=O)COc2cc(O)c3c(c2)OC(C)(C)CC3=O)cc1OC	18%	?	2%
O=C(CSc1nnc(-c2ccccc2F)o1)Nc1ccccc1Cl	.	?	.

Screening data from PubChem.
